bIAP act = intestinal alkaline phosphatase (bovine) activation. purified bovine IAP, CDP-star luminescence, 30 min; active compounds read high; fold of DMSO-control signal, blank-subtracted. activation factor at 20 µM. 0.17% of 200,000 active. AID 1016;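 active means activation factor of 2 or more at 20 µM, a signal rise over negative controls twice the positive control's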
TR-FRET SRC-2 ct = TR-FRET artefact, counter-screen to PPARgamma/SRC-2 agonist assay | active compounds read high | TR-FRET ratio at 8 µM | 0.4% of 200,000 active; in the data active means TR-FRET ratio above about 2000; further: inactives centre near 1500
PPARg SRC3 recr = promotes SRC-3 coactivator recruitment by human PPARgamma | biochemical PPARgamma/SRC-3 coactivator recruitment assay | activation, % at 8 µM | P37231 | 0.26% of 200,000 active | AID 731; in the data active means activation above about 23%;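 further: 0% = DMSO and 100% = reference agonist; some compounds past the cut are filed as inactive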
PPARg SRC-2 ag = PPARgamma-driven SRC-2 recruitment agonism; PPARgamma LBD-SRC-2 recruitment, biochemical; activation, % at 8 µM; 0.34% of 200,000 active; AID 1032; in the data active means activation above about 22%;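 further: 0% = vehicle and 100% = reference agonist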
STAT1 blocker = inhibitors of IFN-gamma induced STAT1 signaling; NIH 3T3 STAT1-luciferase reporter, luminescence; inhibition, % at 5.5 µM; 0.35% of 200,000 active; AID 920;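 active means inhibition above a set limit, the mean inhibition across all tested compounds plus 3 SD, cut at about 34% in these data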;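 further: 0% = IFN-gamma with DMSO and 100% = IFN-gamma with 300 µM nifuroxazide; values of inactives mirror those of a sister screen read the other way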
STAT3 act = activators of IL-6 induced STAT3 signaling | U3A cells, IL-6 STAT3-luciferase reporter, luminescence; 100% = signal with IL-6 EC80 alone | activation (% of control), % at 5.6 µM | 0.91% of 190,000 active | AID 871;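 active means activation above the screen-wide mean of compound activation plus 3 SD, cut at about 130% in these data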;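 further: 0% = background luminescence of wells with medium and substrate only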
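Assay system – human STAT1-deficient U3A cells with stable STAT3-luciferase reporter · Also added – IL-6 (33 ng/mL) · Schedule – compound 1 h, then IL-6 6 h at 37 °C · Technique – reporter luminescence signal · Evaluation – % activation versus median of IL-6-stimulated wells · Benchmarks – IL-6-only wells as 100% reference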
bIAP inh = intestinal alkaline phosphatase (bovine) inhibition; 190,000 tested, under 10 active; inhibition, % at 20 µM; purified bovine IAP, CDP-star luminescence, 30 min; AID 1019;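 active means over 50% inhibition of intestinal alkaline phosphatase at 20 µM in the single-dose screen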
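System: Purified bovine intestinal alkaline phosphatase (IAP) enzyme | Input: IAP diluted 1/65,000,000 in the well | Also added: CDP-star chemiluminescent phosphatase substrate, 30 µM final | Dosing: 20 µM single dose | Times: Enzyme reaction for 30 min at room temperature | Detection: Luminescence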
PPARg SRC-1 ag = agonists of human PPARgamma SRC-1 coactivator recruitment; PPARgamma-SRC-1 coactivator recruitment biochemical assay; activation, % at 8 µM; 0.41% of 200,000 active; AID 631; in the data active means activation above about 19%;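 further: 0% = DMSO and 100% = reference agonist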
STAT3 blocker = reduces IL-6 driven STAT3 reporter signal. AID 862. inhibition, % at 5.5 µM. 0.89% of 190,000 active. U3A cells, IL-6 STAT3-luciferase reporter, luminescence; host cell line lacks STAT1;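 active means inhibition above the mean inhibition across all screened compounds plus 3 SD, cut at about 44% in these data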;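 further: 0% = DMSO only wells and 100% = 100 µM nifuroxazide control wells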
TNAP act hiacc = activators of human TNAP at high phosphate acceptor concentration | P05186 | purified TNAP, CDP-star luminescence, 1 M DEA, 30 min; active compounds read high; 0 = EDTA background, 1 = DMSO-only activity | activation factor at 20 µM | 200,000 tested, under 10 active | AID 1136;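 active means activation factor at least 2 at 20 µM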
Target sequence (P05186 whole entry, looked up): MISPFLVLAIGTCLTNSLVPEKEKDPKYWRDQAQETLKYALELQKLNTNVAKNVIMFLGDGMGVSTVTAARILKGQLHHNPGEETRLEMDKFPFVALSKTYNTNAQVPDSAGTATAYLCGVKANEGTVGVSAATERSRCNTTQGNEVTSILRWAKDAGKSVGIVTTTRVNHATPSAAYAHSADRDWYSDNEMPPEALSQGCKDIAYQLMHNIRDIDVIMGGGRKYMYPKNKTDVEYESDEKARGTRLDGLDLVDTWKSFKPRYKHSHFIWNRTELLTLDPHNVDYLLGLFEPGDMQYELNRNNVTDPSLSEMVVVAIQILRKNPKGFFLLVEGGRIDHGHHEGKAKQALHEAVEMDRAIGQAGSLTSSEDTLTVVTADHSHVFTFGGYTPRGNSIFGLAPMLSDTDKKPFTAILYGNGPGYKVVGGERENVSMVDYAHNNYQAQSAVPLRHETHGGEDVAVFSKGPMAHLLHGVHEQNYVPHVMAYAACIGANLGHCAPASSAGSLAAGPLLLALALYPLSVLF
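Dosing: 20 µM single point. System: human TNAP. Amount: TNAP 1/800 final. Incubation: 30 min, room temperature. Read-out: TNAP activation factor scaled between EDTA and DMSO control wells. Signal: luminescence from CDP-star hydrolysis. Medium: 1 M DEA, pH 9.8, Mg2+, Zn2+. Control set: EDTA negative control, DMSO positive control.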
ROMK mod = modulates human ROMK potassium channel activity | P48048 | Tet-inducible ROMK, thallium flux fluorescence; actives lie on both sides | B-score at 10 µM | 2% of 130,000 active | AID 1918;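 active means signal ratio slope over the read window, or its plate-corrected B-score, at least 3 SD from the plate mean, either direction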;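 further: B-score of the F/F0 ratio slope over 7 to 12 s after thallium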
Target sequence (P48048 whole entry, looked up): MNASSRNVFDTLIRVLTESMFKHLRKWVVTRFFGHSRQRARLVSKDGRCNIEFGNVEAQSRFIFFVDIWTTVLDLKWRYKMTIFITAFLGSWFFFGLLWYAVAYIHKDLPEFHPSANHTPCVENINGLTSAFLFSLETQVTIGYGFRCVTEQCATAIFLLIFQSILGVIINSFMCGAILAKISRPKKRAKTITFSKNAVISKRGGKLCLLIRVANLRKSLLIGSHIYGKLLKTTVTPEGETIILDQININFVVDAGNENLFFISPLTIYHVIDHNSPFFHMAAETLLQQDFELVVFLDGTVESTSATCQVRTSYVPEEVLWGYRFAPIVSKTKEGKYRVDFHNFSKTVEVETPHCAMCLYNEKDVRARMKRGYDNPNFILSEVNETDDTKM
* hit, by the source's call; · = no result given. No enrichment for hits; any-hit rate near 3.7%.

SMILES	bIAP act	TR-FRET SRC-2 ct	PPARg SRC3 recr	PPARg SRC-2 ag	STAT1 blocker	STAT3 act	bIAP inh	PPARg SRC-1 ag	STAT3 blocker	TNAP act hiacc	ROMK mod
O=C(Nc1ccc(N=Nc2ccccc2)cc1)c1ccccc1Cl	0.8	1655	2.2	8.1	-88.1	110.2	16.5	-1.9	-13.7	1	0.226
O=C(COC(=O)c1cc(S(=O)(=O)N2CCc3ccccc3C2)ccc1Cl)NCc1ccco1	0.9	1567	-3.5	2.2	-2.7	110.1	11.3	1.0	-10.8	1.1	-1.36
O=C(c1ccc(F)cc1)c1cn(Cc2ccc(F)cc2)c2cc3c(cc2c1=O)OCCO3	0.9	1853	7.7	11.6	-15.7	96.4	11.4	4.3	4.1	1.1	-1.24
CC1CCCC(C)N1C(=O)COc1ccc(C(=O)Nc2ccccc2N2CCOCC2)cc1 (centres undefined)	1.2	1617	0.6	-1.3	-0.9	100.0	-19.0	8.6	1.9	1	-0.38
O=C(COC(=O)c1ccc(NS(=O)(=O)c2ccc(F)c(F)c2)cc1)NCC1CCCO1 (centres undefined)	1	1687	1.3	0.8	3.1	99.4	-1.2	-1.5	6.8	1	1
Cc1c(/C=N/NC(=O)c2cccnc2)cc(C#N)n1C	1.1	1597	3.5	2.0	-9.3	95.7	-8.0	7.5	13.8	1	0.339
Cc1nc(NC(C)(C)CO)c([N+](=O)[O-])cc1[N+](=O)[O-]	1	1628	3.1	8.0	10.2	98.5	-3.4	13.2	-0.7	1	-0.534
CCOC(=O)c1cnc(-c2ccccc2)[nH]c1=O	1	1489	6.0	-5.2	-4.9	94.0	2.4	-2.5	7.9	1	·
c1ccc2c(c1)ccc1nnc(-c3ccc4c(c3)OCO4)n12	0.9	1308	-10.0	-11.8	12.0	103.4	14.7	-3.8	-1.5	1	·
C/C(=N\NC(=O)CCCNc1ccccc1)c1ccncc1	1	1407	8.0	6.7	1.1	105.8	0.2	-3.9	-2.1	1	1.53
COc1ccc(C(CC(=O)c2ccccc2)CC(=O)c2ccccc2)cc1OC	0.8	1432	11.9	11.7	-2.7	97.4	17.2	7.9	5.5	1.1	-0.612
O=C(CCS(=O)(=O)c1ccc(Br)s1)NC1CCCCCC1	0.8	1413	1.3	3.1	6.8	93.7	17.1	1.7	13.9	1	-1.24
CC(C)OC(=O)c1c(NC(=O)Cn2cnc([N+](=O)[O-])n2)sc2c1CCCC2	0.9	1616	6.8	0.2	6.6	99.5	5.9	2.5	9.6	1	·
COc1ccc(Cl)cc1N(CC(=O)NC(C)(C)C)S(=O)(=O)c1ccc(C)c([N+](=O)[O-])c1	1	1680	6.0	6.6	14.1	102.3	3.0	-3.4	-3.8	1	-1.78
COc1ccc(C(=O)COC(=O)CN2C(=O)C3C4C=CC(C5CC45)C3C2=O)cc1 (centres undefined)	1	1710	-1.0	-0.4	-3.8	100.0	-3.3	5.9	0.2	1	-1.02
O=C(O)C(C(=O)/C=C/c1ccco1)=C1SCCS1	0.9	1552	7.5	13.5	6.0	100.0	10.4	9.7	0.3	1	0.138
C/C(CC(=O)NC1CCCCCC1)=N\NC(=O)c1cnccn1	0.9	1670	-2.1	6.0	3.5	97.4	13.4	7.9	3.3	1.1	0.913
CCNC(=S)NNC(=O)c1cccn(Cc2ccc(Cl)cc2)c1=O	1.2	1342	4.3	4.0	12.8	104.7	-22.9	3.7	0.6	0.9	·
O=C(c1nc2ccccn2c1CNCCCn1nnc2ccccc21)N1CCOCC1	0.9	1608	-0.7	0.9	4.9	124.3	9.3	4.4	-21.3	1	-0.169
COc1ccccc1OCCCn1c(=O)sc2ccccc21	1.1	1652	-8.3	5.8	-19.9	92.7	-7.7	5.1	12.3	1	-0.109
O=C(NNS(=O)(=O)c1ccccc1)c1sccc1-n1cccc1	1	1515	-8.2	3.7	1.4	102.9	1.7	5.3	-0.8	1	·
O=C(OCc1cc(=O)n2c(n1)sc1ccccc12)c1ccc(O)cc1	1	1548	2.4	-2.8	-1.3	103.5	4.3	5.4	-1.7	1	0
COC(=O)c1cc(C#N)c(N(C)Cc2ccccc2)nc1C	0.9	1362	-0.6	-5.6	-9.8	107.8	7.8	-1.0	-5.5	1	0.0249
O=S(=O)(NCC(c1cccnc1)N1CCN(c2ccc(F)cc2)CC1)c1cccs1 (centres undefined)	1	1785	4.5	5.0	2.8	94.2	1.9	8.6	7.2	1	·
CC(C)(C)NC(=O)CN(c1cccc([N+](=O)[O-])c1)S(=O)(=O)c1ccccc1	0.9	1512	-2.4	1.7	-6.2	108.2	11.2	2.2	-7.3	1.1	-0.046

Exported field by field: 2 of the compounds above.
> COc1ccc(C(=O)COC(=O)CN2C(=O)C3C4C=CC(C5CC45)C3C2=O)cc1 (centres undefined)
  bIAP act: 1; TR-FRET SRC-2 ct: 1710; PPARg SRC3 recr: -1.0; PPARg SRC-2 ag: -0.4; STAT1 blocker: -3.8; STAT3 act: 100.0; bIAP inh: -3.3; PPARg SRC-1 ag: 5.9; STAT3 blocker: 0.2; TNAP act hiacc: 1; ROMK mod: -1.02

> O=C(O)C(C(=O)/C=C/c1ccco1)=C1SCCS1
  bIAP act: 0.9; TR-FRET SRC-2 ct: 1552; PPARg SRC3 recr: 7.5; PPARg SRC-2 ag: 13.5; STAT1 blocker: 6.0; STAT3 act: 100.0; bIAP inh: 10.4; PPARg SRC-1 ag: 9.7; STAT3 blocker: 0.3; TNAP act hiacc: 1; ROMK mod: 0.138

New compounds follow:
SMILES	bIAP act	TR-FRET SRC-2 ct	PPARg SRC3 recr	PPARg SRC-2 ag	STAT1 blocker	STAT3 act	bIAP inh	PPARg SRC-1 ag	STAT3 blocker	TNAP act hiacc	ROMK mod
Cc1ccc(NC(=S)N(Cc2ccco2)C(C)c2cccs2)cc1 (centres undefined)	0.7	1636	1.4	-2.2	-6.2	75.8	34.5	-0.1	35.8	1.1	-0.0339
Cc1ccc(NC(=O)NCCCc2ccccc2)cc1	0.7	1506	0.7	3.9	-2.4	97.8	26.8	2.4	7.5	1	·
CCn1c(CSc2nc(C)cc(C)n2)nnc1SCC(=O)Nc1ccccc1	1	1419	-6.3	-0.4	-0.4	103.2	-3.3	-3.7	-1.1	1	-0.396
CN(C)c1oc(-c2ccc(OCc3ccc(Cl)cc3)cc2)nc1C#N	0.8	1714	2.1	1.4	2.3	84.8	23.2	5.5	24.1	1.1	0.0368
CC(C)=C1C2CCC1C1C(=O)N(NC(=O)c3ccco3)C(=O)C21 (centres undefined)	0.6	1494	1.4	-2.3	-2.4	100.8	41.2	5.5	3.8	1	0.359
Cc1cc(Nc2ccc(Br)cc2F)n2nc(C)nc2n1	0.9	1693	2.5	5.1	0.7	94.5	11.2	5.2	7.0	1	·
Cc1ccc(-n2c(C)cc(C(=O)CSc3nncs3)c2C)cc1	1	1746	1.5	4.4	-30.7	81.5	-2.6	7.4	27.5	1.1	·
COc1ccc(C)cc1NC(=O)C(=O)N/N=C(\C)CC(=O)Nc1cccnc1	0.6	1586	-0.6	5.7	8.9	91.7	37.9	10.8	12.6	1	1.2
CCOC(=O)c1cc2ccc(OC(=O)c3ccco3)cc2oc1=O	1.1	1576	1.8	0.2	2.5	105.3	-7.1	-2.8	-2.0	1.1	·
Cc1cc(C)n(-c2nc(SCC(=O)Nc3nccs3)c3c4c(sc3n2)COC(C)(C)C4)n1	1.1	1687	5.1	5.2	-7.8	99.2	-6.7	19.2*	5.8	1	·
Cc1nc(N)sc1-c1csc(Nc2ccccn2)n1	0.9	1523	-5.9	4.2	-76.1	106.5	6.9	11.8	-3.0	1	-0.693
CCOc1cc(S(=O)(=O)N2CCCC2)c(C)cc1C	1	1585	2.4	2.6	1.7	102.8	2.3	1.8	3.9	1.1	·
COc1ccc(-c2cc(C(=O)OC3CCOC3=O)c3ccccc3n2)cc1OC (centres undefined)	1	1464	-7.5	4.6	1.0	100.8	4.2	8.2	0.9	1.1	2
CCN(CC)C(=O)c1cc(C(C)(C)C)c(O)c(C(C)(C)C)c1	1	1433	2.4	0.8	1.1	91.3	-3.9	-7.3	11.3	1.1	·
C/C(=N\Nc1ccccn1)c1ccc(C#N)cc1	1	1866	3.6	3.6	-4.2	87.8	0.8	6.8	18.5	1	-0.704
Cc1ccc(S(=O)(=O)n2ccc(-c3cccc(OCc4c(F)cccc4Cl)c3)n2)cc1	1	1534	-5.0	2.8	-2.6	105.2	1.7	1.8	-3.6	1	·
Clc1ccccc1/C=N/c1cc(-c2ccccc2)nn1-c1ccccc1	0.9	1328	10.0	-2.3	-24.8	97.2	11.3	-11.0	5.0	1	·

Gathered by group, those above containing a tert-butyl group.
SMILES	bIAP act	TR-FRET SRC-2 ct	PPARg SRC3 recr	PPARg SRC-2 ag	STAT1 blocker	STAT3 act	bIAP inh	PPARg SRC-1 ag	STAT3 blocker	TNAP act hiacc	ROMK mod
COc1ccc(Cl)cc1N(CC(=O)NC(C)(C)C)S(=O)(=O)c1ccc(C)c([N+](=O)[O-])c1	1	1680	6.0	6.6	14.1	102.3	3.0	-3.4	-3.8	1	-1.78
CC(C)(C)NC(=O)CN(c1cccc([N+](=O)[O-])c1)S(=O)(=O)c1ccccc1	0.9	1512	-2.4	1.7	-6.2	108.2	11.2	2.2	-7.3	1.1	-0.046
CCN(CC)C(=O)c1cc(C(C)(C)C)c(O)c(C(C)(C)C)c1	1	1433	2.4	0.8	1.1	91.3	-3.9	-7.3	11.3	1.1	·
